Rv3671c protease – Rv3671c (M. tuberculosis) protease inhibition; 320,000 tested, 0.048% active; AID 2606; inhibition, % at 5.96 µM; in the data active = inhibition above about 38%;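 note: extracellular domain of Rv3671c used as enzyme; 0% = enzyme with DMSO and 100% = no enzyme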
Target sequence (P9WHR9 whole entry, looked up, the tested form may be a part): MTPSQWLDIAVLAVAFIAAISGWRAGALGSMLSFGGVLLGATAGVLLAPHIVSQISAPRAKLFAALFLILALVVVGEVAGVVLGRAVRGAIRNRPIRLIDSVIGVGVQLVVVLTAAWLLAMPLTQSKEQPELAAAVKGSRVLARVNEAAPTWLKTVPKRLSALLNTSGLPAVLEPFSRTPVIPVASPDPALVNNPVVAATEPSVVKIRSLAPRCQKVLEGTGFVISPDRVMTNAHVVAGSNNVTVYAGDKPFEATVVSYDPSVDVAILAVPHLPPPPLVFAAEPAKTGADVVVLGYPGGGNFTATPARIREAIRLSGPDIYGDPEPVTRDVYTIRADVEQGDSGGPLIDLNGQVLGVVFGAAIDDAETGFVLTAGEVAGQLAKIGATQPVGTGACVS
TcdB GH inh – TcdB glycohydrolase inhibition; inhibition, % at 9.99 µM; P18177; TcdB glycohydrolase enzymatic assay, plate reader; 350,000 tested, 0.24% active; in the data active = inhibition above about 10%
DUSP3 inh – DUSP3 (human) phosphatase inhibition. P51452. recombinant VHR phosphatase, pNPP absorbance. inhibition, % at 13.3 µM. 290,000 tested, 0.52% active; in the data active = inhibition above about 50%; note: some compounds called inactive have numbers as strong as hits
Target sequence (P51452 whole entry, looked up): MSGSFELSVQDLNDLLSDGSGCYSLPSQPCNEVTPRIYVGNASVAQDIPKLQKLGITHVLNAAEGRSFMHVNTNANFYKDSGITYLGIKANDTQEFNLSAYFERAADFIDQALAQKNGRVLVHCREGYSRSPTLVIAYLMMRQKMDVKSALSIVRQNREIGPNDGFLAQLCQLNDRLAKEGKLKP
3CLpro inhibitor – SARS-CoV 3CLpro protease inhibition; P0C6X7; recombinant SARS-CoV 3CLpro, quenched FRET peptide cleavage; inhibition, % at 6 µM; 290,000 tested, 0.14% active; AID 1706; in the data active = inhibition above about 12%
Anthrax LF prot – blocks Bacillus anthracis lethal factor protease; multiplex microsphere protease cleavage assay, LF; AID 588501; 360,000 tested, 0.12% active; inhibition, % at 10 µM; in the data active = inhibition above about 30%; note: plate controls were buffer without enzyme for full effect and enzyme alone for no effect
BH1578 lux ind – inducers of Vibrio cholerae quorum light production without autoinducers; 350,000 tested, 0.16% active; V. cholerae BH1578 lux reporter, luminescence, 6 h; activation, % at 18.7 µM; in the data active = activation mostly above about 9.7%, no sharp cut-off; note: not every result past the cut was called active; inactives centre near 0; reference of the scale not given here
MazEF act – increases E. coli MazEF RNase cleavage of RNA. FAM/BHQ RNA-DNA oligo cleavage fluorescence, 5 h. activation, % at 20 µM. 350,000 tested, 0.32% active; in the data active = activation above about 50%
Target sequence (P0AE70 whole entry, looked up): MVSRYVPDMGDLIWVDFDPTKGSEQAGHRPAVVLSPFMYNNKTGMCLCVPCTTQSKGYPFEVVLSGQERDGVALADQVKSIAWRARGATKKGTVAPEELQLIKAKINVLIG
PfHsp40 yeast – restores yeast growth despite PfHsp40 toxicity | 340,000 tested, 0.68% active | S. cerevisiae expressing PfHsp40, growth rescue, ATP luminescence | growth rescue, % at 12.5 µM; in the data active = growth rescue above about 28%, passing the limit was not always enough;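 note: yeast W303a lacking pdr1 and pdr3 grown in galactose medium; growth measured after three days at 30 °C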
Y pestis TopoI – inhibitors of Yersinia pestis topoisomerase I; activity, % at 10 µM; Y. pestis Topo-I cleavage product accumulation, plate reader; 360,000 tested, 0.064% active; in the data active = activity above about 50%, passing the limit was not always enough; note: inactives centre near 2
SSB-PriA inh – inhibitors of Klebsiella pneumoniae PriA binding to SSB C-terminal tail. AlphaScreen SSBct-PriA binding, biotinylated peptide. AID 1272365. inhibition, % at 33 µM. 430,000 tested, 0.6% active; in the data active = inhibition mostly above about 37%, no sharp cut-off; inactive = mostly below about 20%;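 note: plate controls were negative control peptide for no effect and reference peptide for full effect; strong numbers were not always called active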
Starred values were filed as active, the others as inactive; i = inactive; . = no result given; & = joins results of further samples. These rows are one share of the data; rates above refer to the full screens.

cpd	Molecule	Rv3671c protease	TcdB GH inh	DUSP3 inh	3CLpro inhibitor	Anthrax LF prot
1	N#CC1=C(N)Oc2ccc3ccccc3c2C1c1cccnc1 (centres undefined)	.	-0.6	14	2	-9
2	Cc1ccc(/C(O)=C/C(=O)C(=O)NC23CC4CC(CC(C4)C2)C3)cc1	7	-0.8	-26	2	-3
3	COC(=O)c1sc(=S)sc1C(=O)OC	-18	1.4	7	-2	-2
4	Cc1[nH]c2ccccc2c1CCNC(=O)c1ccc2c(c1[N+](=O)[O-])C(=O)c1ccccc1C2=O	17	.	20	-7	-2
5	CSCCC(CO)NC(=O)OCc1ccccc1 (centres undefined)	10	.	17	-1	-1
6	Nc1ccnn1Cc1cccs1	10	-0.1	17	0	-4
7	C=CCn1nnnc1-c1cccc(Cl)c1	-6	-3.4	17	-2	-1
8	Cc1cc(NC(C)C)n2c(nc3ccccc32)c1C#N	0	-0.4	18	-6	4
9	Cc1ccc(NC(=O)CCS(=O)(=O)c2ccccc2)cc1S(=O)(=O)N1CCOCC1	12	-1.0	24	-4	-2
10	CSc1ccc(Cn2c(C)c(C(=O)NCc3ccc4c(c3)OCCO4)sc2=O)cc1	.	-7.2	.	.	-2
11	Cc1cc(C)n2c(SCc3nnc(-c4cccs4)o3)nnc2n1	1	.	4	4	-7
12	CCC(CO)Oc1cc(NCc2ccc(C(C)(C)C)cc2)c2ncn(C(C)C)c2c1 (centres undefined)	3	0.3	.	.	-12
13	COCCNC(=O)C1(C)CCCN(C(=O)c2c(-c3ccccc3)noc2C)C1 (centres undefined)	.	1.1	.	.	-5
14	CC12CCC(=O)N1C(C(=O)Nc1ccccc1N1CCOCC1)CS2 (centres undefined)	-11	0.0	-5	3	-1
15	Cc1oc(-c2ccccc2F)nc1CS(=O)(=O)CC(=O)NCc1ccccc1Cl	-5	-12	-2	-3	-3

cpd	BH1578 lux ind	MazEF act	PfHsp40 yeast	Y pestis TopoI	SSB-PriA inh
1	-0.3	3	0.7	15	1
2	-1.1	1	-0.7	-10	.
3	i	0	-0.4	-10	-6
4	-0.2	11	2.0	-39	8
5	-6.2	0	-0.6	-3	-13
6	-0.8	-6	1.2	-3	-6
7	-0.7	1	-1.1	-1	-8
8	i	-3	-1.6	1	-1
9	i	3	1.1	5	-7
10	i	.	.	35	.
11	i	-8	-1.6	12	-8
12	1.5	6	0.5	1	6
13	-0.6	.	.	2	.
14	0.2	10	0.3	1	4
15	-0.1	-7	0.0	37	-11

Copied from the list.
cpd 8 – TcdB GH inh = -0.4
cpd 1 – MazEF act = 3
cpd 7 – TcdB GH inh = -3.4
cpd 15 – TcdB GH inh = -12

Next part
cpd	Molecule	Rv3671c protease	TcdB GH inh	DUSP3 inh	3CLpro inhibitor	Anthrax LF prot
16	CC(C)(c1ccc(O)cc1)c1ccc(O)cc1	-11	-0.3	14	3	-9
17	COc1nc(NC23CC4CC(CC(C4)C2)C3)nc(OC)n1	6	.	-1	-3	1
18	Cn1nc(-c2ccccc2)c2ncc(C(F)(F)F)cc21	-6	.	26	-6	7
19	COc1ccc(S(=O)(=O)N2CCC(C(=O)NCCC(=O)Nc3nccs3)CC2)cc1	4	2.6	-15	11	1
20	O=C(NC(=O)c1ccc(C(F)(F)F)cc1)Nc1ccc(-c2cnco2)cc1	7	0.6	14	-2	2
21	COc1ccc(N2CCN(C(=O)C(OC(C)=O)c3ccccc3)CC2)cc1 (centres undefined)	4	.	6	1	-9
22	c1ccc2c(c1)oc1c(N3CCOCC3)ncnc12	0	.	0	-6	0
23	Cc1ccc[n+](Cc2ccc([N+](=O)[O-])cc2)c1	10	0.4	21	-2	-5
24	CCc1cc2c(=O)c(-c3nc4ccccc4n3C)c(CCCC(=O)O)oc2cc1OC(=O)C(C)(C)C	0	0.0	1	3	-1
25	CC(C)[C@H](NC(=O)NCCc1ccc(Cl)cc1)C(=O)O	-8	1.6	26	0	-3
26	O=C(Nc1ccc(NC(=O)c2cc([N+](=O)[O-])ccc2N2CCOCC2)cc1)c1cccs1	-2	0.6	8	5	3
27	COc1ccc(N2CCN(C(=O)c3oc4c(c3C)C(=O)CCC4)CC2)cc1	-6	0.5	31	0	2
28	O=C(NCc1ccc2c(c1)OCO2)c1ccccn1	4	.	29	2	-2
29	CN1CCN(Cc2cn(C)c3ccccc23)CC1CCO (centres undefined)	1	1.0	74	6	6
30	O=C(CC12CC3CC(CC(Br)(C3)C1)C2)NC1=NCCS1	-12	1.8	18	0	0

cpd	BH1578 lux ind	MazEF act	PfHsp40 yeast	Y pestis TopoI	SSB-PriA inh
16	-0.1	1	1.2	-3	2&21
17	0.5	4	3.3	10	-3
18	-0.2	8	-1.1	2	-9
19	0.5	-4	-0.1	-1	-2
20	-0.5	-20	-1.4	4	-2
21	i	3	0.4	-1	-4
22	-5.0	6	0.2	-2	0
23	-0.2	5	-1.1	6	1
24	4.1	0	1.2	12	4
25	-0.2	-1	0.5	3	-9
26	i	5	-0.7	-8	6
27	i	-6	-0.1	-12	-6
28	.	4	-0.7	4	-3
29	1.3	-9	-0.5	0	-2
30	-4.3	5	1.1	1	-7

Filtered by structure, the compounds so far containing a furan ring, fused or not.
cpd	Molecule	Rv3671c protease	TcdB GH inh	DUSP3 inh	3CLpro inhibitor	Anthrax LF prot
22	c1ccc2c(c1)oc1c(N3CCOCC3)ncnc12	0	.	0	-6	0
27	COc1ccc(N2CCN(C(=O)c3oc4c(c3C)C(=O)CCC4)CC2)cc1	-6	0.5	31	0	2

cpd	BH1578 lux ind	MazEF act	PfHsp40 yeast	Y pestis TopoI	SSB-PriA inh
22	-5.0	6	0.2	-2	0
27	i	-6	-0.1	-12	-6

Further results follow.
cpd	Molecule	Rv3671c protease	TcdB GH inh	DUSP3 inh	3CLpro inhibitor	Anthrax LF prot
31	COc1ccc(F)cc1S(=O)(=O)n1nnc2ccccc21	10	0.5	13	0	2
32	CCOc1ccc(OCC)c(NC(=O)C2CCCN(c3nc(C)cc(C)n3)C2)c1 (centres undefined)	-3	0.7	15	4	-2
33	Cc1ccc(-c2ccc(S(=O)(=O)Nc3cccnc3)cc2)cc1	-42	3.3	6	-3	0
34	CCOc1ccc(Nc2nc(Cc3nnc(SCC(=O)c4ccc(C)cc4)o3)cs2)cc1	9	.	29	7	-2
35	O=C(CSc1nnnn1C1CCCC1)N1CCOCC1	4	0.2	12	-4	-3
36	Cc1cc2cc(C(=O)N3CCc4c([nH]c5ccccc45)C3c3ccccn3)ccc2o1 (centres undefined)	-1	-0.3	-13	3	-4
37	CCOC(=O)/C(C#N)=C\c1ccc(N2CCN(C)CC2)cc1	-15	.	10	0	0
38	Cc1ccc(C(=O)NNC(=O)C2CSC3(C)CCC(=O)N23)cc1 (centres undefined)	0	-0.1	.	.	-3
39	CN1CCCN(C(=O)C2CCCCC2)CC1	5	0.1	10	5	-1
40	CCOc1cccc(NC(=O)C2CC(=O)N(C)C2)c1 (centres undefined)	4	-2.8	14	-3	-4
41	Cc1ccc(S(=O)(=O)CCC(=O)OCC(=O)N2CC(=O)Nc3ccccc32)cc1	6	.	-10	2	-6
42	C=CCNc1nc2c(c(=O)[nH]c(=O)n2C)n1Cc1cccc(C)c1	.	1.5	14	1	0
43	c1ccc(C[C@H]2CN=C(Nc3ccccc3)N2CCCC2CCCC2)cc1	3	.	36	-5	-4
44	O=C(COC(=O)Cc1n[nH]c(=O)c2ccccc12)Nc1c(Br)cc([N+](=O)[O-])cc1Br	.	-0.2	.	.	1
45	Cc1ccc(OCCn2c(=S)[nH]c3c(N)ncnc32)cc1	7	2.0	7	5	-4

cpd	BH1578 lux ind	MazEF act	PfHsp40 yeast	Y pestis TopoI	SSB-PriA inh
31	0.2	-15	0.6	-6	-2
32	-0.6	-5	-0.5	-2	-13
33	-0.2	-19	0.3	-7	4&11
34	-2.0	-5	-1.2	21	2
35	-0.3	-13	-0.6	10	-11
36	-0.5	-4	0.2	8	28
37	-5.0	-17	0.2	2	-9
38	i	0	0.1	2	-5
39	-0.3	7	-2.0	4	-9
40	i	-1	-0.5	-3	12
41	i	-3	0.3	-5	-13
42	.	0	0.9	-3	1
43	i	20	-1.0	42	-1
44	i	3	0.0	-10	-3
45	-0.2	2	0.8	1	6

Looked up by compound from the entries so far, four records:
cpd	Molecule	Rv3671c protease	TcdB GH inh	DUSP3 inh	3CLpro inhibitor	Anthrax LF prot
33	Cc1ccc(-c2ccc(S(=O)(=O)Nc3cccnc3)cc2)cc1	-42	3.3	6	-3	0
39	CN1CCCN(C(=O)C2CCCCC2)CC1	5	0.1	10	5	-1
31	COc1ccc(F)cc1S(=O)(=O)n1nnc2ccccc21	10	0.5	13	0	2
32	CCOc1ccc(OCC)c(NC(=O)C2CCCN(c3nc(C)cc(C)n3)C2)c1 (centres undefined)	-3	0.7	15	4	-2

cpd	BH1578 lux ind	MazEF act	PfHsp40 yeast	Y pestis TopoI	SSB-PriA inh
33	-0.2	-19	0.3	-7	4&11
39	-0.3	7	-2.0	4	-9
31	0.2	-15	0.6	-6	-2
32	-0.6	-5	-0.5	-2	-13

Additional results follow.
cpd	Molecule	Rv3671c protease	TcdB GH inh	DUSP3 inh	3CLpro inhibitor	Anthrax LF prot
46	CC(C(=O)Nc1ccccc1Oc1ccccc1)c1ccccc1 (centres undefined)	-4	.	10	0	-1
47	O=C(O)c1cccc(N2C(=O)c3cccc4c(Cl)ccc(c34)C2=O)c1	-2	0.8	-16	1	-2
48	CCOc1ccc(CNC(=O)c2nnc(CS(=O)(=O)c3ccccc3)o2)cc1OC	1	-4.2	21	-6	3
49	CCC(C)Nc1nc2c(c(=O)n(C)c(=O)n2C)n1C (centres undefined)	-3	0.1	-13	2	-2
50	CCNC(=S)Nc1ccccc1-c1ccccc1	-1	1.3	0	1	-3
51	COc1ccc(NC(=O)C/C(C)=N/NC(=O)c2cccs2)c([N+](=O)[O-])c1	-12	0.3	36	-4	-7
52	CC(=O)Nc1ccc([As](=O)(O)c2ccc([N+](=O)[O-])cc2)cc1	-7	1.0	24	1	-4
53	Cn1ccnc1C(O)(c1ccccc1)c1ccccc1	-8	0.2	-1	5	0
54	COc1cccc(-c2nnc(NC(=O)c3cccc(F)c3)o2)c1	1	-0.1	22	.	-2
55	CCO[C@@H]1OC(C(=O)N2CCN(Cc3ccc4c(c3)OCO4)CC2)=C[C@H](c2ccc(Br)cc2)[C@H]1CCCO	-11	1.6	7	6	2
56	C[C@@H]1C=C(C(=O)NCc2nc3ccccc3[nH]2)O[C@H](OCCCCO)C1	-13	.	.	.	5
57	CN1CCC2(CC1)c1ccccc1-c1ccccc12	.	0.9	.	.	-2
58	CC(C)c1c(O)cc(-c2ccncc2)n(-c2ccc(Cl)cc2)c1=O	3	.	7	-1	-3
59	Nc1nonc1C(=O)NCCNc1ccc([N+](=O)[O-])cc1	12	3.5	29	1	6
60	Cc1cc(C)nc(Nc2n[nH]c(COc3ccc4ccccc4c3)n2)n1	4	.	14	-1	-1
61	CN(c1ccc(C(=O)O)cc1)S(=O)(=O)c1ccc(Cl)cc1	4	.	18	1	-4
62	COc1cccc(NC(=O)CSc2nn3c(=O)c(C)nnc3s2)c1	3	0.0	10	-1	0
63	CCOc1cc(-c2cc(-c3ccc(C)cc3)nc(N)c2C#N)ccc1O	-38	.	17	11	-4

cpd	BH1578 lux ind	MazEF act	PfHsp40 yeast	Y pestis TopoI	SSB-PriA inh
46	-0.3	-4	2.3	11	-31
47	-0.3	-3	0.3	3	-11
48	-0.6	5	-0.3	10	-7
49	0.6	-8	0.1	3	-7
50	-0.7	3	-1.5	7	-2
51	i	-12	-1.8	-1	.
52	-2.1	8	9.0	0	-3
53	i	5	-0.9	4	-10
54	-0.2	7	-1.3	-9	-3
55	i	1	1.7	17	-1
56	i	6	-0.3	4	-3
57	i	15	-0.4	1	11
58	-0.1	4	1.3	-9	-13
59	-0.4	8	-0.8	1	-5
60	i	35	-0.3	6	-13
61	-1.3	4	-0.3	2	-17
62	-0.3	-2	1.2	-1	-11
63	-0.2	-17	0.8	-8	-12

From PubChem BioAssay
